# CRE Fsk mod = alters forskolin-stimulated CRE reporter signaling in CHO cells | CHO CRE-bla reporter (cAMP response element driving beta-lactamase), forskolin EC10, beta-lactamase ratio | AID 662 | Potency, µM (highest dose often 38.2 µM), without a hit: at the top dose activity change, negative = inhibition, usual class: activators | actives 2.5% (n = 71,000); active = well fitted activation curve with a large enough effect in the signal ratio, with a control signal flat, not every such curve was filed as active; inconclusive = small, poorly fitted or top-dose-only effect, or effect the other way, or a change in a side signal; the % refers to the signal ratio; note: potency is the fitted concentration of half-maximal effect; % of control where 0% means no effect
#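 The 460nm/530nm emission ratio after CCF4 loading defined %Activity, from which AC50 values were obtained. CRE-bla CHO cells received compound dilution series together with an EC10 level of NKH 477 for 3 hours at 37 degrees Celsius.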
# Hsp90 Hop PPI = changes Hsp90-Hop TPR2A binding signal, up or down; AlphaScreen TPR2A-His6 binding biotin-Hsp90 C-terminal peptide; Potency, µM (top dose mostly 57 µM), inactives show top-dose activity change, negative = inhibition; actives 0.44% (n = 71,000); AID 595; active = well fitted curve in either direction with a large enough effect; inconclusive = small, poorly fitted or top-dose-only effect, or another doubt; note: potency is the fitted concentration of half-maximal effect; % is set by controls: 0 for no effect and ±100 for the full control effect; many of its hits are not listed in these tables
# HBB splice mod = alters splicing of the hemoglobin beta chain. HBB splicing reporter cell assay, activation; EGFP reporter with mutant IVS2-654 intron; response scale: normalised to 500 nM splice-correcting PNA. Potency, µM (series often up to 46.1 µM), for inactives: top-dose activation, hits mostly activators. actives 0.06% (n = 65,000). AID 925; note: potency is the fitted concentration of half-maximal effect; 0% is about no effect
#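 HeLa cells stably expressing EGFP interrupted by mutant beta-globin intron 2 (IVS2-654), 500/well in 2% FCS. Treated with compound for 2 days at 37C. Splicing correction scored as total well GFP intensity (488 nm excitation, 500-520 nm emission); 500 nM antisense PNA served as control.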
# UbGFP stabilizer = proteasome inhibitors stabilizing ubiquitin-GFP reporter; Ubiquitin-GFP reporter cells, proteasome inhibition, GFP fluorescence; response scale: untreated = 0%, 10 µM MG-132 = 100%; 67,000 tested, under 10 active; AID 526; Potency, µM (series often up to 45.9 µM), inactives show top-dose activation (GFP accumulation), hits mostly activators; active = well fitted activation curve with a large enough effect, not every such curve was filed as active; inconclusive = small, poorly fitted or top-dose-only effect, or another doubt; inactive = no such curve, though single readings can be large or run the other way; note: potency is the fitted concentration of half-maximal effect
#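 U2OS cells stably expressing ubiquitin(G76V)-GFP, seeded overnight in 0.5% FBS medium, were exposed to compounds (qHTS, 46 uM to 2.9 nM) for 4 hr at 37 °C. GFP-positive cells were counted by laser cytometry (488 ex/515 em), normalized between basal and 10 uM MG-132.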
# Pol III holo inh = blocks replication by bacterial DNA polymerase III holoenzyme; reconstituted DNA polymerase III holoenzyme replication, biochemical; Potency, µM (highest dose often 57.1 µM), inactives show top-dose activity change, negative = inhibition; actives 0.25% (n = 71,000); note: potency is the fitted concentration of half-maximal effect; % is set by controls: 0 for no effect and ±100 for the full control effect
#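 Reconstituted *E. coli* holoenzyme (0.35 nM Pol III, 1 nM beta, 154 nM SSB, 2 nM primase) was preincubated with compound for 15 min at RT. Synthesis on 1.4 nM ssM13Gori ran 35 min, then was stopped with PicoGreen/EDTA and read as dsDNA fluorescence.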
# BRCT inh green = blocks human BRCA1 BRCT binding to phosphopeptide, green readout | BRCA1 BRCT-phosphopeptide binding, green fluorescence polarization | Potency, µM (titrated, usually from 76.9 µM), inactives show at the highest dose activity change, negative = inhibition, hits mostly inhibitors | actives 0.05% (n = 75,000) | AID 875;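 note: potency is the fitted concentration of half-maximal effect; plate controls were peptide without protein for full effect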
#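 Fluorescence polarization: His-tagged BRCT (~35 kDa BRCA1 C-terminus, 250 nM) bound to 100 nM fluorescein-labeled phosphorylated 10-aa BACH1 peptide, pH 7.3 phosphate buffer with DTT and Tween 20. Compounds incubated 12 min at room temperature; inhibition read as lowered polarization.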
# 15-hLO inh = blocks human 15-lipoxygenase activity; actives 1.4% (n = 74,000); P16050; Potency, µM (highest dose often 57.1 µM), without a hit: top-dose activity change, negative = inhibition, hits mostly inhibitors; purified 15hLO-1, xylenol orange hydroperoxide absorbance; note: potency is the fitted concentration of half-maximal effect; % is set by controls: 0 for no effect and ±100 for the full control effect; nearly all actives have a fitted effect of over 55% in size
#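 Quantitative HTS in 25 mM Hepes pH 7.5 containing 0.01% Triton X-100: human 15hLO-1 at 40 nM, arachidonic acid at 50 uM, 6 min turnover. Product quantified via ferrous oxidation/xylenol orange, 573:405 nm absorbance ratio.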
# GFP derepression = derepresses silenced GFP locus in mouse C127i cells | mouse C127i GFP locus derepression, cytometry, 30 h | Potency, µM (highest dose often 46.1 µM), for the others: at the highest dose GFP derepression (activation) | actives 0.09% (n = 68,000) | AID 597; note: % of control where 0% means no effect
#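 Derepression screen: silenced CMV-GFP reporter in murine C127i cells, 30 h compound incubation at 37 C, washed cells imaged by laser-scanning cytometer to enumerate GFP-expressing objects of 20 to 120 um.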
# USP2a inhib = USP2a (human) protease inhibition; O75604; USP2a enzymatic assay, qHTS inhibition; Potency, µM (highest dose often 38.3 µM), for the others: top-dose activity change, negative = inhibition, actives largely listed as inhibitors; actives 0.1% (n = 60,000);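 note: potency is the fitted concentration of half-maximal effect; nearly all actives have a fitted effect of over 60% in size; plate controls were DMSO for no effect and NEM full inhibition control for full effect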
# Target sequence (O75604 whole entry, looked up): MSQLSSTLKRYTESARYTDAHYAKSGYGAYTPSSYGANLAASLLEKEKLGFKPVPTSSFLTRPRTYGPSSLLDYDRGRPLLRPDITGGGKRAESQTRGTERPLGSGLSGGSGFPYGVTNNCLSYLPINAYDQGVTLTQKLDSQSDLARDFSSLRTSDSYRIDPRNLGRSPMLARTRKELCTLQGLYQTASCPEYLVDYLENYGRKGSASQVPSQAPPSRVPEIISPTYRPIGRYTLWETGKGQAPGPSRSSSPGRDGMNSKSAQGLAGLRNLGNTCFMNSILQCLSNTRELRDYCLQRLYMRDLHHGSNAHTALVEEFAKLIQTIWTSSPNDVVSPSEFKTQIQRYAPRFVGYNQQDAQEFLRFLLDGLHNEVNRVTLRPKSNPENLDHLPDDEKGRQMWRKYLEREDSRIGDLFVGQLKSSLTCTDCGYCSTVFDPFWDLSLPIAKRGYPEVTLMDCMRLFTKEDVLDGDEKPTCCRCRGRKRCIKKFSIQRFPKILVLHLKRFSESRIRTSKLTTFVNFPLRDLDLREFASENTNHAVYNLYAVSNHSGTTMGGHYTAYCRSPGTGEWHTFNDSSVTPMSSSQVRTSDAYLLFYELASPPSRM
#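 Inhibition is measured in a cell-free coupled assay with 20 nM USP2 core, 20 nM Ub-PLA2 and 20 uM NBD C6-HPC, 2.5 h incubation. Activity normalized to NEM control.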
# BRCT inh red = BRCT-phosphoprotein interaction inhibition (red fluorophore); BRCT-phosphopeptide binding, red fluorescence polarization; Potency, µM (titrated, usually from 76.9 µM), for the others: at the highest dose activity change, negative = inhibition, usual class: inhibitors; actives 0.03% (n = 75,000); note: % is set by controls: 0 for no effect and ±100 for the full control effect
#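 Rhodamine-labelled pBACH1 10-mer (100 nM) bound to BRCT domain (100 nM) at pH 7.3; compounds incubated 12 min room temperature, polarization read. Free peptide defines full inhibition; unlabelled decapeptide titrated as control.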
# HADH2 inh = blocks human hydroxyacyl-CoA dehydrogenase type II. Q99714. recombinant HADH2, NADH fluorescence, beta-hydroxybutyryl-CoA. Potency, µM (titrated, usually from 57.1 µM), for the others: at the top dose activity change, negative = inhibition, usual class: inhibitors. actives 3.4% (n = 73,000). AID 886; note: potency is the fitted concentration of half-maximal effect; % is set by controls: 0 for no effect and ±100 for the full control effect; nearly all actives have a fitted effect of over 60% in size; many of its hits are not listed in these tables
# Target sequence (Q99714 whole entry, looked up, one chain of several): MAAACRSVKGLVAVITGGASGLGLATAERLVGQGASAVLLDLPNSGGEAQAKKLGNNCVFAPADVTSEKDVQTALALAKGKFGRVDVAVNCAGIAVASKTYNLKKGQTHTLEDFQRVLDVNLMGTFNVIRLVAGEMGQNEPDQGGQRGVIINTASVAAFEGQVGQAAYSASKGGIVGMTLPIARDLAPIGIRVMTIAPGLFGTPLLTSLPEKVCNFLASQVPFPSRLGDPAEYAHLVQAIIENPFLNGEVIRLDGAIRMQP
#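 Activity measured as NADH fluorescence gain (360/450 nm), taken as the change between first and last reads of a 4-min kinetic run. Conditions: pH 9.0 Tris buffer, 20 nM E. coli-expressed His-tagged enzyme, 1 mM NAD+, 90 uM beta-hydroxybutyryl-CoA; 15-min compound preincubation.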
# An asterisk follows results filed as active; ? = inconclusive; · = not tested or not shown; [ ] = another dose, or the depositor's remark. Unless noted, calls come from the whole dose curve; as a rule, active = well fitted curve in the direction sought with a large enough effect; inconclusive = small, poorly fitted or top-dose-only effect, or another doubt; inactive = no such curve, though single readings can be large; an effect the other way counts as inactive or inconclusive. These rows are one share of the data; rates above refer to the full screens.
SMILES,CRE Fsk mod,Hsp90 Hop PPI,HBB splice mod,UbGFP stabilizer,Pol III holo inh,BRCT inh green,15-hLO inh,GFP derepression,USP2a inhib,BRCT inh red,HADH2 inh
CCOc1ccc(NC(=O)c2cccc3c2C(=O)N(Cc2cccnc2)C3)cc1,?,1%,2.7%,1%,-4%,-0.3%,-11%,-4%,36%[activator],-0.6%,-2%
COc1ccc(-c2nnc3ccc(SCC(=O)NCc4ccco4)nn23)cc1,0%,0%,0.4%,-10%,-9%,1.5%,-6%,-2%,9%,-3.2%,-3%
COc1ccccc1Cn1c(=S)[nH]c2cc(C(=O)NCCN3CCOCC3)ccc2c1=O,-10%,-4%,1.4%[0.369 µM],·,3%,-3.5%,0%,0%,20%,-0.1%,-14%
CC(=O)Nc1c(C(=O)NCc2ccccc2)nnn1Cc1ccccc1,2%,-1%,0.0%,4%,-2%,-2.3%,-2%,-2%,-2%,0.9%,0%
Cc1ccc2nc(NC(=O)CN(C)S(=O)(=O)c3ccc(Br)s3)sc2c1,-22%,2%,-0.5%,1%,1%,-1.7%,?,-2%,47%[activator],-1.7%,9%
CC(C)OC(=O)CSc1nc(N)c(C#N)c(-c2cccs2)c1C#N,?,0%,1.5%,10%,-4%,0.8%,-4%,8%,-1%,-0.5%,?
COc1cccc2c(C)c(C(=O)O)[nH]c12,?,-5%,-3.2%,-4%,-2%,-1.6%,-4%,1%,8%,-0.8%,3%
CCN(CC)c1ccc(NC(=O)c2nc3nc(C)cc(C(F)F)n3n2)cc1,-1%,-25%,0.8%,0%,-3%,-0.7%,-12%,-4%,·,2.0%,-1%
COc1ccc(OC)c(C(C)NC(C)=O)c1 (configuration not stated),?,-6%[11 µM],-5.5%[0.0738 µM],-5%[9.17 µM],1%[11.4 µM],-0.2%,-6%[11.4 µM],1%,2%[7.66 µM],-0.5%,-4%[11.4 µM]
O=c1cnc2cnc(Nc3ccccc3)nc2n1C[C@H]1CCCO1,?,-6%,3.6%,-2%,-10%,0.4%,6%,0%[9.22 µM],9%,-0.3%,-7%
Cc1ccc(S(=O)(=O)Nc2ccc(C(=O)Nc3cc(C)on3)cc2)cc1,?,-3%,0.8%,2%,0%,0.0%,-15%,3%,8%,0.1%,-10%
CN(C)CN1C(=O)S/C(=C2/C(=O)N(CN(C)C)c3ccccc32)C1=O,-8%[7.6 µM],3%[11 µM],1.7%[9.22 µM],-4%[9.17 µM],-9%[11.4 µM],-1.7%[15.4 µM],11%[11.4 µM],7%[9.22 µM],·,1.1%[15.4 µM],-15%[11.4 µM]
Cc1ccc(OC(=O)CCc2c(C)nc3ncnn3c2C)cc1,?,-6%,1.5%,5%,2%,-3.6%,3%,-2%,4%,0.0%,2%
O=C(CC1(O)C(=O)Nc2ccccc21)c1ccc2c(c1)OCO2 (configuration not stated),?,?,-0.4%[0.0738 µM],0%[9.17 µM],-6%[11.4 µM],-0.8%,3%[11.4 µM],0%,7%[7.66 µM],0.3%,1%[11.4 µM]
O=C1c2ccccc2C(=O)N1CCCCSc1nnc2ccccn12,13%,-4%,0.5%[57.5 µM],2%,-4%,-1.3%,2%,-1%,10%,-2.0%,10%
Cc1ccc(N2CCN(CCc3nc4cc(NS(C)(=O)=O)ccc4n3C)CC2)cc1,-8%,-4%,-5.4%[0.369 µM],-6%,-5%,-2.9%,17%,-2%,17%,-0.7%,-6%
Cc1ccc(NC(=O)c2nnn(-c3cc(C)cc(C)c3)c2N)cc1,?,10%,2.8%,-17%,1%,-0.7%,-6%,3%,0%,1.2%,11%
CC(=O)OCC(=O)NCc1ccc2c(c1)OCO2,?,-3%,-1.2%,2%,-4%,-0.5%,11%,0%,1%,0.2%,2%
CCOC(=O)CC1=CC(=O)Nc2ccccc2N1,4%,0%,-0.1%,9%,-8%,-0.6%,-6%,6%,0%,-0.7%,6%
CCOC(=O)c1ccc(NC(=O)C23CCC(C)(C(=O)O2)C3(C)C)cc1 (configuration not stated),?,-5%[11 µM],-1.4%[0.0738 µM],5%[9.17 µM],1%[11.4 µM],-2.5%,3%[11.4 µM],-4%,7%[7.66 µM],0.5%,-5%[11.4 µM]
O=c1cnc2cnc(Nc3ccccc3)nc2n1CCc1ccccc1,-4%,-8%,7.0%,-7%,-6%,4.7%,-22%,0%[9.22 µM],87%[activator],1.9%,11%
CC(C)C[C@@H](CC(=O)N[C@@H](CCCN)CC(=O)N[C@@H]1CCNC[C@H]1C(=O)N[C@H](CC(=O)N[C@@H](CCC(=O)O)CC(=O)O)Cc1c[nH]c2ccccc12)NC(=O)[C@@H]1CCCC[C@H]1N,-16%,-15%,2.2%,·,-3%,·,·,·,·,·,15%
COn1c(=O)c(-c2ccc(Cl)cc2)[n+]([O-])c2ccccc21,12%,-6%,-1.0%,-6%,0%,0.4%,-1%,0%,-7%,-1.0%,-3%
Cn1c(CN2CCOCC2)nnc1SCC(=O)NCCc1ccccc1,-5%,-4%,-3.0%,-1%,2%,-1.8%,-10%,-7%,-2%,-0.6%,6%
CCN(CC(=O)NCc1ccc(F)cc1)CC(O)COCc1cccc(OC)c1 (configuration not stated),0%,-3%,-1.1%,0%,-6%,-2.2%,9%,-1%,14%,-1.8%,12%
# Additional entries:
SMILES,CRE Fsk mod,Hsp90 Hop PPI,HBB splice mod,UbGFP stabilizer,Pol III holo inh,BRCT inh green,15-hLO inh,GFP derepression,USP2a inhib,BRCT inh red,HADH2 inh
FC(F)(F)c1cccc(-c2nc3nc(Cl)c(Cl)nc3[nH]2)c1,13%[7.6 µM],-1%[11 µM],-2.8%[9.22 µM],-10%[9.17 µM],-8%[11.4 µM],2.0%[15.4 µM],-4%[11.4 µM],-4%[9.22 µM],·,-0.2%[15.4 µM],-25%[11.4 µM]
COc1ccc(CC(=O)OCC(=O)Nc2c(C)n(C)n(-c3ccccc3)c2=O)cc1,?,-2%,0.5%,-12%,-1%,-2.6%,0%,-2%,-2%,-0.5%,6%
CCCc1ccc(C(=O)CCC(=O)O)cc1,?,1%,-3.8%,-3%,-1%,-2.1%,13%,-1%,-6%,0.8%,-5%
O=C(CCCNS(=O)(=O)c1cccs1)N1CCc2ccccc2C1,-2%,1%,0.2%,8%,-2%,-1.0%,-5%,0%,12%,0.1%,9%
COCC(=O)N(C)c1nnc(-c2cnccn2)s1,6%,-3%,·,0%,-6%,-2.5%,8%,-2%,2%,0.8%,-11%
CCN(CC)S(=O)(=O)c1ccc2c(c1)c(=O)c(C(=O)NCCOC)cn2C,-14%,1%,2.2%,-8%,-5%,2.9%,9%,4%,14%,-0.7%,-1%
Cc1cccc(C(=O)Nc2cc(=O)n(C)c(=O)n2C)c1,4%,-1%,-0.2%,7%,-8%,1.2%,6%,·,·,-1.3%,-3%
CO[C@H]1COC(=O)[C@@H](Cc2ccccc2)NC(=O)[C@@H](C)COC(=O)C/C=C\[C@@H]1C,·,·,2.5%[9.22 µM],·,·,-2.4%[15.4 µM],4%[11.4 µM],·,·,1.0%[15.4 µM],-9%[11.4 µM]
CC1(C)C(=O)N(CCN2CCC(C(=O)c3ccc(F)cc3)CC2)c2ccccc21,-10%,-2%,0.2%,5%,0%,-1.2%,-4%,1%,10%,2.0%,-8%
NS(=O)(=O)c1ccc(NCc2c(F)cccc2Cl)cc1,4%,-1%,5.7%,0%,2%,-1.0%,-7%,0%,-4%,0.4%,15%
CCn1cc(C(=O)NC2CCCCCC2)c(=O)c2cc(S(=O)(=O)N3CCCCC3)ccc21,-2%,-4%[2.3 µM],-0.5%,0%,-5%,-0.2%,-2%,·,·,-0.2%,0%
Cc1ccc(-n2nc(C)c3cc(C(=O)O)sc32)cc1,?,1%,0.1%[9.22 µM],-11%,-4%,3.1%,3%,2%,-20%,-5.6%,-25%
COc1ccc(-c2[nH]ncc2-c2cnc(C)s2)c(O)c1,-4%,-4%,0.0%,-9%,-1%,-2.4%,-24%,0%,4%,0.8%,-3%
CC(C)(C)c1ccc(OCC(=O)N2CCN(C=O)CC2)cc1,22%[7.6 µM],-2%[11 µM],-0.1%[0.0738 µM],-21%[9.17 µM],1%[11.4 µM],-2.0%,2%[11.4 µM],2%,7%[7.66 µM],0.0%,7%[11.4 µM]
COC(=O)[C@@H](NC(=O)NCc1ccccc1Cl)C(C)C,?,-4%,2.9%[1.84 µM],14%,-6%,-2.0%,3%,-2%,9%,0.4%,14%
